FBPA Giardia inh: blocks Giardia fructose-bisphosphate aldolase activity; A8B2U2; purified Giardia FBPA; Potency, µM (titrated, usually from 59.6 µM), without a hit: top-dose activity, negative = inhibition, most hits filed as inhibitors; actives 0.71% (n = 290,000); AID 2451; note: potency is the fitted concentration of half-maximal effect; nearly all actives have a fitted effect of over 55% in size
Target sequence (A8B2U2 whole entry, looked up): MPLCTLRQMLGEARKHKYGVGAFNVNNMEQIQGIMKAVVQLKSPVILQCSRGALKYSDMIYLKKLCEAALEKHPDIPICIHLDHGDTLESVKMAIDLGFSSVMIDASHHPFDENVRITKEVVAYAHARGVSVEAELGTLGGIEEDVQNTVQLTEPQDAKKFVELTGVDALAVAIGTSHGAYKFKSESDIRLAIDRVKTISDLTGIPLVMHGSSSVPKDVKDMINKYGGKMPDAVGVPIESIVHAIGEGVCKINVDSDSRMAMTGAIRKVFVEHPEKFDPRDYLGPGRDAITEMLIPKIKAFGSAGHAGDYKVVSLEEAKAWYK
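40 nM FBPA preincubated 10 min at RT with compound (up to 57.5 uM final), then substrate plus GAPDH/TPI/NAD/arsenate coupling and diaphorase/resazurin added. Fluorescence read after 20 min at RT, 525/598 nm.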
Sm TGR block: blocks Schistosoma mansoni thioredoxin glutathione reductase; purified TGR, DTNB reduction, TNB absorbance 405 nm; Potency, µM (doses to about 114 µM), for the others: at the highest dose activity change, negative = inhibition, actives largely listed as inhibitors; actives 3% (n = 360,000); AID 485364; note: potency is the fitted concentration of half-maximal effect; nearly all actives have a fitted effect of over 60% in size
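First, TGR (20 nM dispensed) and NADPH were mixed with compound. Second, a 15 min room-temperature incubation followed. Third, further NADPH and then DTNB were added to start the reaction. Finally, TNB absorbance was monitored kinetically.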
HCMV inh: human cytomegalovirus inhibition; HFF cells, HCMV-luciferase reporter, 72 h; hits give low values; AID 1259415; activity change, negative = inhibition, % at 57.5 µM; actives 4.5% (n = 410,000); in the data active = activity change below about -60%; inconclusive = no clear call, values can overlap the other calls; inactive = above about -39%
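Steps: HFFs plated, 16 h 37C; compounds added; HCMV-luciferase added to MOI 1 PFU/cell; 72 h 37C; OneGlo reagent, 5 min room temperature; luminescence read, normalized to controls.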
AMA1 RON2 block: AMA1-RON2 (P. falciparum) interaction inhibition | Potency, µM (top dose mostly 58.2 µM), for the others: top-dose activity change, negative = inhibition, hits mostly inhibitors | AlphaScreen AMA1-biotinylated RON2 peptide binding | actives 0.2% (n = 360,000) | AID 720542;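 note: potency is the fitted concentration of half-maximal effect; 0% = vehicle wells and -100% = peptide control; nearly all actives have a fitted effect of over 45% in size; some results filed as inactive show a strong effect at the top dose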
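AMA1 (3D7) with his tag at 25 nM final met compounds first, then biotinylated RON2 peptide at 25 nM; detection used donor plus acceptor beads, 10 µg/mL apiece, read by AlphaScreen after 30 min at room temperature.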
HCV inhibitor: HCV inhibition; actives 3.4% (n = 340,000); Potency, µM (series often up to 41.8 µM), for inactives: at the highest dose activity change, negative = inhibition, most hits filed as inhibitors; AID 651820; Huh7.5.1 HCVcc-Cre infection, luciferase reporter, 44 h; note: potency is the fitted concentration of half-maximal effect
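Cells (1,000/well) were plated 4 h before compound, then infected with HCVcc-Cre virus (~0.5 moi). After 44 h further culture, infection was read as luciferase luminescence following a 15 min substrate incubation at room temperature.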
AmpC detergent: blocks E. coli AmpC beta-lactamase in detergent assay; Potency, µM (highest dose often 114 µM), inactives show at the top dose activity change, negative = inhibition, most hits filed as inhibitors; actives 0.041% (n = 370,000); AmpC hydrolysis of nitrocefin, absorbance 480 nm, 0.01% Triton; P00811;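 note: potency is the fitted concentration of half-maximal effect; 0% = no-compound wells and -100% = no-enzyme wells; nearly all actives have a fitted effect of over 25% in size; some results filed as inactive show a strong effect at the top dose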
Target sequence (P00811 whole entry, looked up): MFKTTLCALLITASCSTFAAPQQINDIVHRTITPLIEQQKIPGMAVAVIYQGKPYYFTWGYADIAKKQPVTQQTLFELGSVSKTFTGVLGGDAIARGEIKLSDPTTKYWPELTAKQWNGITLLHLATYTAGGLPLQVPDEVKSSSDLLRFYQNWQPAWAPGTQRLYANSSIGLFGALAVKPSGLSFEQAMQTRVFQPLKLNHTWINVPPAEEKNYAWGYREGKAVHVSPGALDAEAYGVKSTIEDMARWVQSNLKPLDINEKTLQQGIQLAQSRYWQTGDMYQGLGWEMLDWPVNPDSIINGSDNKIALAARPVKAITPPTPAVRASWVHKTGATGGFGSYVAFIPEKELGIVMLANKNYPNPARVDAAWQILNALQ
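20 mM phosphate pH 7.0 + 0.01% (detergent screen) or 0.0001% Triton X-100; 5.3 nM AmpC reagent; cpd preinc 15 min RT; nitrocefin (800 uM stock) to start; A480 q20 s × 4 min; Activity was normalised to no-enzyme and no-compound control wells.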
* marks the source's active call; other numbers are inactive results; ? = inconclusive; nt = not tested or not shown; & = joins results of further samples; [ ] = another dose, or the depositor's remark. Unless noted, calls come from the whole dose curve; as a rule, active = well fitted curve in the direction sought with a large enough effect; inconclusive = small, poorly fitted or top-dose-only effect, or another doubt; inactive = no such curve, though single readings can be large; an effect the other way counts as inactive or inconclusive. Unless noted, % is set by controls: 0 for no effect and ±100 for the full control effect.

SMILES	FBPA Giardia inh	Sm TGR block	HCMV inh	AMA1 RON2 block	HCV inhibitor	AmpC detergent
CCn1cc(CN2CCCC(C(=O)c3ccc(-c4ccccc4)c(F)c3)C2)cn1 (stereo not given)	2.1%	0.5%	-15.4	-21.7%	?	6.5%
COc1cccc(NC(=O)CSc2cc(C)[nH]c(=O)n2)c1	nt	-3.2%	-1.2	nt	nt	-3.6%
COc1ccc(/C=N/NC(=O)c2c(C)nc3ccc(Br)cn23)cc1OC	1.5%	-1.0%	7.7	21.6%	-16.0%	0.0%
CC1(C)CC(=O)C2=C(C1)OC(N)=C(C#N)C2C1CC=CCC1 (stereo not given)	3.3%	-13.1%	32.0	-7.4%	-0.4%	-0.3%
COc1ccc2nc(C)cc(SCC(=O)N/N=C/c3ccccc3)c2c1	-7.2%	3.2%	-60.1*	39.4%[activator]	-1.9%	1.6%
C[C@@]12CCC=C[C@H]1[C@H](c1ccccc1Br)N(Cc1ccccc1)C2=O	4.6%	nt	-29.4	-15.0%	?	nt
COc1ncnc2c1oc1nc(CC(C)C)c3c(c12)CCCC3	7.2%	10.4%	-19.7	-11.2%	-18.2%	-18.1%
COCCn1c(C)cc(O)c(C(c2ccc(OC)cc2)N2CCN(c3ccccc3)CC2)c1=O (stereo not given)	nt	8.91µM*	-12.2	nt	nt	-2.5%
Cc1ccc2nc(NC(=O)CC3Oc4ccccc4NC3=O)sc2c1 (stereo not given)	0.5%	8.1%	-22.7	8.7%	5.8%	7.6%
COc1ccc(S(=O)(=O)N2CCN(CC(O)CN3CCOCC3)CC2)cc1 (stereo not given)	nt	-30.7%	-1.0	-10.2%	-0.6%	-9.9%
CCOC(=O)c1[nH]c(C)c(C)c1C	4.2%	-0.1%	17.3	10.0%	15.0%	2.0%
Cc1cccc(Nc2c3c(nc4ncnn24)CCC3)c1	-5.8%	0.0%	-39.3	67.6%[activator]	-2.0%	-9.1%
O=C(CSc1nnc(SCc2ccccc2)s1)N/N=C/c1c[nH]c2ccccc12	-21.9%	-13.9%	-36.3	-9.2%	1.4%	-13.8%
Cc1ccc(-c2nc(CSCC(=O)NCc3cccnc3)c(C)o2)cc1	?	-8.1%	-27.3	39.3%[activator]	?	-13.4%
Cc1[nH]c2ccccc2c1C(=O)CSc1ccccc1	-8.7%	-15.8%	-8.7	4.8%	-21.6%	?
CC(C)(C)OC(=O)C[C@@H]1C/C=C\C[C@H](CC(=O)N(CCO)Cc2ccccc2)C(=O)N[C@@H](c2ccccc2)COC1=O	nt	nt	3.7	7.0%	-3.7%	nt
COc1ccccc1/C=N/NC(=O)c1cc2c(OC)c(OC)ccc2[nH]1	10.6%	8.9%	-13.2	-7.4%	?	-4.1%
CCCNC(=O)CCc1cc(C(C)(C)C)c(O)c(C(C)(C)C)c1	1.5%	-11.8%	?	-8.3%	?	-22.0%
COc1ccc2[nH]c(C(=O)N3CCC(n4nccc4NC(=O)C4CC4)CC3)c(C)c2c1	nt	2.1%	-6.8	8.7%	1.5%	0.5%
Cc1ccc(C(=O)Nc2nc(-c3ccccc3)c(-c3ccccc3)o2)cc1	-0.2%	-5.3%	-24.7	69.2%[activator]	?	-9.1%
Cc1cc2nnc(SCC(=O)Nc3ccc(Cl)cc3)n2c(N)n1	-4.9%	2.2%	8.0	-3.6%	0.6%	-1.3%
CCCCCCCCC(NC(=O)c1ccc(C#N)cc1)C(=O)NCCC (stereo not given)	nt	-26.1%	2.1	3.2%	9.7%	2.9%
Cc1cccc(-c2noc(CCC(=O)NCc3ccccc3)n2)c1	14.5%	1.8%	-16.7	3.8%	2.6%	-11.1%
O=C(N/N=C/c1c(O)n(-c2ccccc2)c(=S)[nH]c1=O)c1ccccc1	-15.7%	3.8%	89.3	11.4%	1.1%	6.1%
O=C(Nc1nnc(-c2ccco2)o1)C1CC1	-16.5%	-0.7%	?	28.3%	0.9%	-13.3%

Some of the entries so far, as comma-separated lines:
structure,FBPA Giardia inh,Sm TGR block,HCMV inh,AMA1 RON2 block,HCV inhibitor,AmpC detergent
CCCNC(=O)CCc1cc(C(C)(C)C)c(O)c(C(C)(C)C)c1,1.5%,-11.8%,?,-8.3%,?,-22.0%
COc1ccc2[nH]c(C(=O)N3CCC(n4nccc4NC(=O)C4CC4)CC3)c(C)c2c1,nt,2.1%,-6.8,8.7%,1.5%,0.5%

The listing picks up, starting 2 compounds before the break.
SMILES	FBPA Giardia inh	Sm TGR block	HCMV inh	AMA1 RON2 block	HCV inhibitor	AmpC detergent
O=C(N/N=C/c1c(O)n(-c2ccccc2)c(=S)[nH]c1=O)c1ccccc1	-15.7%	3.8%	89.3	11.4%	1.1%	6.1%
O=C(Nc1nnc(-c2ccco2)o1)C1CC1	-16.5%	-0.7%	?	28.3%	0.9%	-13.3%
CCOC(=O)N/N=C/c1ccc(OCCSc2ccc(Cl)cc2)c(OC)c1	-1.6%	-11.9%	8.7	-5.8%	?	-12.5%
CN(CC(=O)Nc1ccccc1Br)CC(=O)NC(c1ccccc1)c1ccccc1	nt	10.0%	-22.1	1.2%	-14.0%	-23.1%
Cc1cc(OC(C)C(=O)NCCCn2ccnc2)c2c(C)c(C)c(=O)oc2c1 (stereo not given)	nt	-16.0%	38.7	-2.6%	-14.7%	2.6%
Cc1cccc(NC(=O)N2CCc3ccccc3C2)c1C	8.6%	4.5%	-11.2	19.0%	5.2%	?
CCn1cc(C(=O)OCC(=O)N(C)Cc2ccccc2)c(=O)c2ccc(C)nc21	4.2%	4.9%	-15.3	20.1%	-3.6%	-9.3%
CC1(C)C(=O)NCCN1C(=O)CSc1nccc(-c2ccc(Br)cc2)n1	0.4%	-8.3%	?	-11.4%	?	?
COCCNC(=S)N/N=C(\C)c1ccc(Cl)c(Cl)c1	-15.3%	-12.0%	-23.0	72.6%[activator]	?	-14.8%
O=Cc1ccc(OCC(=O)NC(=O)NC2CCCCC2)cc1	0.2%	-1.7%	68.5	-0.5%	24.7%	3.4%
O=C(CSc1n[nH]c(-c2ccco2)n1)Nc1ccccc1F	?	-25.3%	-3.0	0.0%	-15.9%	2.3%
COc1ccccc1CC(=O)Nc1ccc(-c2noc(COc3ccc(Cl)c(C)c3)n2)cc1	-0.1%	0.0%	-67.0*	10.6%	-13.7%	-11.6%
Cc1ccccc1NC1=C(Cl)C(=O)N(C2CCCCC2)C1=O	-4.9%	-12.4%	-2.9	-6.9%	11.9%	-1.5%
COc1cccc(NC(=O)c2oc3ccc(S(=O)(=O)N4CCOCC4)cc3c2C)c1	1.3%	-0.5%&-0.7%	-27.9&3.0	-3.4%	-39.3%	-0.1%&7.0%
Cc1ccc(-n2nc3c(=O)n(CC(=O)NCc4ccco4)nc(C)c3c2C)cc1	nt	7.3%	-11.3	nt	nt	1.2%
CC(C)c1nc(C(=O)N2CCCC(N3CCN(c4cccc(Cl)c4)CC3)C2)cs1 (stereo not given)	-2.8%	-20.4%	-2.9	-3.5%	?	-2.9%
COC(c1ccccc1)c1nnc(CCC(=O)N(C)CCc2ccccc2)o1 (stereo not given)	0.4%	10.2%	17.0	2.3%	3.1%	9.0%
Cc1ccccc1NC(=O)Nc1cc(S(N)(=O)=O)ccc1C	nt	39.4%	-4.9	5.1%	-12.1%	9.9%
CC(=O)Nc1cccc(NC(=O)C(=O)Nc2ccc3c(c2)N(C(=O)C2CC2)CCC3)c1	nt	6.0%	68.1	-8.5%	?	-16.7%
Cc1ccc(Cl)c2sc(NC(=O)c3ccc(S(=O)(=O)N4CCCC4)cc3)nc12	nt	2.5%	2.1	nt	nt	-3.3%
COc1ccc([N+](=O)[O-])cc1NC(=O)C(C)N1CCCC1 (stereo not given)	-0.7%	-7.7%	-35.9	14.6%	?	-1.0%
COC(=O)Nc1nncs1	5.6%	14.4%	6.9	2.7%	16.5%	2.9%
Cc1ccc(CS(=O)(=O)CCC(=O)NCCc2ccccc2)cc1	3.3%	-1.6%	28.0	-1.6%	5.62µM*	0.7%
O=C(CN1CCN(c2ccc(Cl)cc2)CC1)Nc1ccc(F)cc1F	nt	7.0%	15.8	nt	nt	14.9%
COC(=O)c1[nH]c2cc(OC)ccc2c1N=CN(C)C	1.3%	21.9%	15.1	-11.9%	-11.7%	1.5%
CS(=O)(=O)N(C(=O)NC(=O)NC12CC3CC(CC(C3)C1)C2)C1CCCCC1	0.4%	5.6%	-63.9*	-9.3%	5.6%	0.6%
Cc1ccc(S(=O)(=O)N2CCOCC2)cc1C(=O)NCc1cccs1	3.0%	nt	-37.1	-2.3%	0.5%	3.3%

Ordered by SMILES length (highest first): 3 of the compounds above
SMILES	FBPA Giardia inh	Sm TGR block	HCMV inh	AMA1 RON2 block	HCV inhibitor	AmpC detergent
Cc1ccc(Cl)c2sc(NC(=O)c3ccc(S(=O)(=O)N4CCCC4)cc3)nc12	nt	2.5%	2.1	nt	nt	-3.3%
O=Cc1ccc(OCC(=O)NC(=O)NC2CCCCC2)cc1	0.2%	-1.7%	68.5	-0.5%	24.7%	3.4%
Cc1cccc(NC(=O)N2CCc3ccccc3C2)c1C	8.6%	4.5%	-11.2	19.0%	5.2%	?

New compounds follow:
SMILES	FBPA Giardia inh	Sm TGR block	HCMV inh	AMA1 RON2 block	HCV inhibitor	AmpC detergent
Cc1ccc2c(c1)N(CCC(=O)NCc1ccccn1)C(=O)CO2	4.6%	-27.6%	2.1	58.8%[activator]	8.9%	-4.2%
C=CCn1c(SCn2nnc3ccccc3c2=O)nnc1C1CCCCC1	6.8%	-10.1%	29.2	-2.2%	12.3%	?
Cc1cccc(CCNC(=O)C2CCC(=O)N2Cc2ccc(F)cc2)c1 (stereo not given)	2.1%	-9.4%	-0.5	4.7%	10.1%	-9.6%
O=C(NNS(=O)(=O)c1ccccc1)c1ccc(O)cc1	0.0%	8.6%	-8.6	0.7%	-3.3%	5.2%
COc1cccc(N2CCN(C(=O)c3ccc(CSc4nc5ccncc5[nH]4)cc3)CC2)c1	-28.6%	-14.4%	-86.6*	?	?	?
Cc1ccc(-n2c(SCCN)nnc2-c2cccc(C)c2)cc1	-21.4%	-3.3%	-36.6	31.2%[activator]	?	?
CCCCC12CN3CC(C)(CN(C1)C31C(=O)N(C)c3ccc(C)cc31)C2=O (stereo not given)	2.6%	-1.9%	6.5	-0.4%	22.8%	-5.0%
CN(C)c1ccc(/C=C(/C(=O)c2ccc(Cl)cc2Cl)n2cncn2)cc1	3.0%	-4.7%	-36.7	-24.4%	?	-3.1%
CC(NC(=O)COc1ccccc1)C1COc2ccccc2O1 (stereo not given)	nt	nt	8.9	1.9%	-8.7%	nt
CN(C(=O)c1cnc(N2CCN(c3ncccn3)CC2)c2ccccc12)c1ccc(Cl)cc1	-29.5%	2.4%	?	-2.5%	?	3.8%

Bioassay records deposited in PubChem BioAssay by National Center for Advancing Translational Sciences (NCATS).
